LDHA block: qHTS assay for inhibitors of human lactate dehydrogenase. L-lactate dehydrogenase A chain (Homo sapiens), P00338. hit rate 0.15% among 480,000. activity change, % (values are at about 110 or 230 µM). purified LDHA, NADH/diaphorase-resazurin fluorescence; hits give low values. AID 1347041, 2019; in the data active = activity change below about -30%; inconclusive = mostly about -25% to -30%;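 note: plate controls were DMSO wells for no effect and wells without enzyme for full effect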
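Human LDH5 (2 nM) was incubated with 0.06 mM NADH and 0.2 mM pyruvate for 5 min at room temperature in Tris pH 7.4. Remaining NADH was coupled through diaphorase/resazurin, and resorufin fluorescence was read at 0 and 20 min.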
POLH inh: qHTS for Inhibitors of Polymerase Eta. DNA polymerase eta (Homo sapiens), Q9Y253. recombinant Pol eta, fluorescent DNA replication assay. Potency, µM (doses to about 114 µM), for the others: at the top dose activity change, negative = inhibition, most hits filed as inhibitors. hit rate 1.2% among 390,000; note: potency is the fitted concentration of half-maximal effect; % is set by controls: 0 for no effect and ±100 for the full control effect
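Fluorescent replication assay: 50 nM final substrate added after a 15 min room-temperature compound preincubation with 10 nM enzyme. Signal taken at 0 min and again at 10 min.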
RGS4 inh: Inhibitors of Regulator of G Protein Signaling (RGS) 4: qHTS; hit rate 0.039% among 390,000; Regulator of G-protein signaling 4 (Homo sapiens), P49798; Potency, µM (titrated, usually from 114 µM), inactives show top-dose activity change, negative = inhibition, actives largely listed as inhibitors; Transcreener GDP fluorescence polarization, RGS4-accelerated GTP hydrolysis; note: potency is the fitted concentration of half-maximal effect; % is set by controls: 0 for no effect and ±100 for the full control effect; nearly all actives have a fitted effect of over 75% in size; some results filed as inactive show a strong effect at the top dose
Target sequence (P49798 whole entry, looked up): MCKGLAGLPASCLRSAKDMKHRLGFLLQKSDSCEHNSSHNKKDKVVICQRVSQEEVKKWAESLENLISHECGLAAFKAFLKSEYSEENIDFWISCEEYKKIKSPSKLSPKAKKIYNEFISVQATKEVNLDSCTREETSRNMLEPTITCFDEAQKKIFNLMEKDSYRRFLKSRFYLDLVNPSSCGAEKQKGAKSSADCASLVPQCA
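MLSMR compounds (23 nl, pin-transferred) preincubated 10 min at room temperature with a 500nM (2x) first reagent, then RGS4 at 900nM (2x) plus Transcreener GDP mix added; fluorescence polarization (620/688 nm) read before and after 90 min at 30 °C.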
12-LOX inh: Primary qHTS assay for inhibitors of human arachidonate 12S-lipoxygenase (ALOX12): Round 2; purified 12hLO, xylenol orange hydroperoxide absorbance; Potency, µM (top dose mostly 108 µM), for the others: top-dose activity change, negative = inhibition, actives largely listed as inhibitors; hit rate 1.1% among 580,000; AID 1671190, 2021; note: potency is the fitted concentration of half-maximal effect; % is set by controls: 0 for no effect and ±100 for the full control effect
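Hydroperoxide product was detected by ferrous iron/xylenol orange as the 573 to 405 nm absorbance ratio. Arachidonic acid at 40 uM (final) was turned over for 30 min at room temperature by 150 nM human 12hLO, pH 7.0 Hepes buffer, after 15 min compound preincubation.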
Pol kappa inh: qHTS for Inhibitors of Polymerase Kappa | Potency, µM (titrated, usually from 107 µM), inactives show at the top dose activity, negative = inhibition, hits mostly inhibitors | DNA polymerase kappa (Homo sapiens), Q9UBT6 | purified Pol kappa, fluorescent DNA synthesis assay, 10 min | hit rate 0.53% among 400,000; note: potency is the fitted concentration of half-maximal effect; % is set by controls: 0 for no effect and ±100 for the full control effect
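Kinetic fluorescence screen: compound preincubated 15 min RT with 10 nM enzyme; 50 nM substrate (final) initiates; reads at 0/10 min.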
APEX1 inh: qHTS Assay for Inhibitors of the Human Apurinic/apyrimidinic Endonuclease 1 (APE1) | Potency, µM (titrated, usually from 65.8 µM), without a hit: top-dose activity change, negative = inhibition, usual class: inhibitors | DNA repair nuclease/redox regulator APEX1 (Homo sapiens), P27695 | recombinant APE1, TAMRA/BHQ-2 abasic DNA cleavage fluorescence | hit rate 0.35% among 350,000;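 note: potency is the fitted concentration of half-maximal effect; plate controls were vehicle for no effect and reference inhibitor for full effect; nearly all actives have a fitted effect of over 55% in size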
Target sequence (P27695 whole entry, looked up): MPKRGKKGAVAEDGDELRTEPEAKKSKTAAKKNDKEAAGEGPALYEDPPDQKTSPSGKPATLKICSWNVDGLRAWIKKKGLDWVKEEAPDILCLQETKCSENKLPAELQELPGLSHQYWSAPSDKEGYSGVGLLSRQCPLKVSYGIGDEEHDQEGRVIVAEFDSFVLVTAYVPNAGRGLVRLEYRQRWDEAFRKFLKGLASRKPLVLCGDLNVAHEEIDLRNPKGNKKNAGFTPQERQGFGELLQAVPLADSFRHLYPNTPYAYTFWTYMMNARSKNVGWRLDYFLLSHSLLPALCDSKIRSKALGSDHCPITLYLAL
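Enzyme (0.75 nM final) and test compound are incubated 15 min at room temperature before adding 50 nM quenched THF abasic-site duplex. Cleavage dequenches TAMRA, followed at 525/598 nm over three reads one minute apart.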
Pol beta inh: qHTS Assay for Inhibitors of DNA Polymerase Beta; AID 485314, 2010; hit rate 1.3% among 340,000; Potency, µM (highest dose often 114 µM), for the others: at the top dose activity change, negative = inhibition, hits mostly inhibitors; P06746; Pol beta primer extension/strand displacement, fluorescence kinetic; note: potency is the fitted concentration of half-maximal effect; % is set by controls: 0 for no effect and ±100 for the full control effect
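Values derive from four-parameter Hill fits of normalized kinetic data: reads at 0 and 10 min following addition of 50 nM substrate to 10 nM Pol beta preincubated 15 min with compound.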
Apoferritin bind: qHTS Assay for Identification of Novel General Anesthetics; Ferritin light chain (Equus caballus), P02791; apoferritin/1-aminoanthracene competitive binding, fluorescence; Potency, µM (highest dose often 77.5 µM), for the others: top-dose activity change, negative = displacement, most hits filed as inhibitors; hit rate 0.074% among 350,000; note: potency is the fitted concentration of half-maximal effect; % is set by controls: 0 for no effect and ±100 for the full control effect; nearly all actives have a fitted effect of over 20% in size
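Horse-spleen apoferritin (10 uM) in 50% saturated 1-aminoanthracene in PBS was incubated 10 min at room temperature with compound. Fluorescence (ex 380, em 535 nm) was normalized to free and bound 1-AMA, with concentration-response fitted by a four-parameter Hill equation.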
ERG Ets-DNA blk: qHTS for Small Molecule Inhibitors of the ERG Ets/DNA interaction | fluorescence polarization, His-ERG Ets domain / labelled DNA | Potency, µM (doses to about 76.9 µM), inactives show at the top dose FP activity, negative = inhibition, hits mostly inhibitors | hit rate 0.028% among 370,000 | AID 624246, 2012; active = well fitted inhibition curve with a large enough effect in the polarisation, with a control signal flat; inconclusive = small, poorly fitted or top-dose-only effect, or effect the other way, or a change in a side signal; inactive = no such curve, though single readings can be large or run the other way; the % refers to the polarisation;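 note: polarization taken with two DNA probes labelled with fluorescein and Texas red; potency is the fitted concentration of half-maximal effect; % of control where 0% means no effect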
Target sequence (P11308 whole entry, looked up, the tested form may be a part): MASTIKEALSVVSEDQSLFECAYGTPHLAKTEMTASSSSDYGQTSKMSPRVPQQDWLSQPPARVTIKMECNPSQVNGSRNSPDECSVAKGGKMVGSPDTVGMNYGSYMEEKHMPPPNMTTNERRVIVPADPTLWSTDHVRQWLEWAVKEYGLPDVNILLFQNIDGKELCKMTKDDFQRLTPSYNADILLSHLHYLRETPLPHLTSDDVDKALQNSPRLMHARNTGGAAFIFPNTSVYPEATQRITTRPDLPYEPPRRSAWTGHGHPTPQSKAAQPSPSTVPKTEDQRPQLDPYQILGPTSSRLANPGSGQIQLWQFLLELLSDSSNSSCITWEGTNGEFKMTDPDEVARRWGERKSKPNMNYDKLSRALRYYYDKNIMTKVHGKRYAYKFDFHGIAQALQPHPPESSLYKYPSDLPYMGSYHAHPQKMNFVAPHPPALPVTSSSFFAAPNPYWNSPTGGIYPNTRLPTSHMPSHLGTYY
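His-tagged ERG Ets domain (1 uM in the protein solution; 300mM KCl, 50mM Tris-HCl, 1mM EDTA, 1mM DTT, pH 7.5) received compound, then a probe mix of 5 nM fluorescein-DNA and 100nM Texas-615-DNA. Fluorescence polarization was read for both dyes.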
The depositor's hits bear a star; ? = inconclusive; nt = no result given; & = joins results of further samples; [ ] = dose if it differs, or a comment. Unless noted, calls come from the whole dose curve; as a rule, active = well fitted curve in the direction sought with a large enough effect; inconclusive = small, poorly fitted or top-dose-only effect, or another doubt; inactive = no such curve, though single readings can be large; an effect the other way counts as inactive or inconclusive. A portion of the library; count on the stated rates, not on these rows.

cpd | SMILES | LDHA block | POLH inh | RGS4 inh | 12-LOX inh | Pol kappa inh
1 | CCNc1ccc(C(=O)OCC)cc1NC(=O)c1cccc(S(=O)(=O)N2CCOCC2)c1 | -4 | 7% | -2% | 17% | -11%
2 | O=C(NCc1cccs1)C1(S(=O)(=O)c2ccccc2)CC=CC1 | -3 | -15% | -1% | 9% | -2%
3 | CN(CC(=O)Nc1ccc(F)cc1)C(=O)CCc1nc2sc3c(c2c(=O)[nH]1)CCCC3 | -9 | 16µM* | -27% | ? | -36%
4 | O=C(NCCc1csc(-c2cccnc2)n1)c1ccc(Cl)cc1 | -2 | -3% | -12% | 24% | 0%
5 | CS(=O)(=O)Nc1ccc(-c2cn3c(n2)SCC3)cc1 | -1 | -19% | -23% | -13% | -7%
6 | c1ccc(-n2nnnc2-n2cnc3ccccc32)cc1 | -5 | 4% | -5% | -1%[57.4 µM] | 0%
7 | CC1CCCC(C)N1S(=O)(=O)c1ccc(NC(=O)c2ccccc2C(=O)N2CCOCC2)cc1 (centres undefined) | -3 | -12% | 0% | 6% | 1%
8 | Cc1cccc2cc(/C=C/C(=O)c3ccco3)c(Cl)nc12 | -2 | -21% | -40% | ? | -7%
9 | COc1ccc(OC/C(O)=C(\C#N)c2nc3ccccc3[nH]2)cc1 | 2 | 9% | 0%[11.4 µM] | -4% | -12%
10 | Cc1ccc(NC(=O)CCSc2nc(-c3ccc4c(c3)OCO4)cc(C(F)(F)F)n2)cc1 | 2 | -8% | -2% | ? | -8%
11 | Cc1cc2ncn(S(=O)(=O)c3ccc(S(=O)(=O)N4CCCCCC4)cc3)c2cc1C | -1 | 1% | 17% | nt | -4%
12 | COc1ccc(C(C(N)=O)c2ncc(C(F)(F)F)cc2Cl)cc1OC (centres undefined) | -3 | -4% | -10% | -17% | -4%

cpd | APEX1 inh | Pol beta inh | Apoferritin bind | ERG Ets-DNA blk
1 | -2% | -1% | ? | nt
2 | -6% | 60% | -10% | 1%
3 | -10% | nt | nt | 7%
4 | -4% | 9% | -7% | -13%
5 | 25% | 12% | 2% | -2%
6 | -3% | -10% | 9% | nt
7 | 0% | -12% | -2% | nt
8 | -6% | 17% | -14% | 4%
9 | 8% | 17% | 5% | 6%
10 | nt | 0% | -14% | 0%
11 | nt | nt | nt | nt
12 | 22% | 20% | -5% | -1%

Continuation:
cpd | SMILES | LDHA block | POLH inh | RGS4 inh | 12-LOX inh | Pol kappa inh
13 | CSc1nsc(/C=C/Nc2ccc(C(=O)O)cc2)c1C#N | 6 | 28µM* | -10%[11.4 µM] | ? | -9%[60.1 µM]
14 | COC(=O)c1ccccc1NC1c2ccccc2C(=O)N1c1cccnc1 (centres undefined) | -3 | -3% | 18% | 20% | -4%
15 | O=C(NC1CC2CCCC(C1)N2C(=O)Nc1ccccc1)c1ccccc1 (centres undefined) | -3 | -6% | -7% | 18% | -5%
16 | CC(=O)c1ccc(OC(C)C(=O)NCC2(N3CCOCC3)CCCCC2)cc1 (centres undefined) | 2 | -18% | -31% | 5% | -3%
17 | c1ccc(-c2nc(N3CCCCCC3)c3ccccc3n2)nc1 | 2&4 | -12% | 4% | 41%&38%[activator] | -6%
18 | N/C(=N\NC(=O)c1ccccc1Cl)c1cc2ccccc2oc1=O | -20 | -6% | 13% | 4% | -12%
19 | CCOc1ccc2nc(SCC(=O)NCc3ccc(S(N)(=O)=O)cc3)[nH]c2c1 | -1 | -11% | 9% | 23% | -25%
20 | COc1ccc(C2NC(=O)NC3=C2C(=O)CCC3)cc1 (centres undefined) | -5 | -8% | -28% | 56%[activator] | -10%
21 | COc1cccc(OC)c1C(=O)NC(=O)Nc1c(F)cc(F)cc1F | -3 | -4% | -15% | ? | 4%
22 | Cc1csc(=O)n1CC(=O)OCC(=O)Nc1cc([N+](=O)[O-])ccc1Cl | -13 | 1% | 8% | 2% | -2%
23 | Cc1ccccc1NC(=O)C(C)OC(=O)c1ccccc1C(=O)N(C)c1ccccc1 (centres undefined) | -1 | -18% | -8% | 3% | -6%
24 | CN(C)/C=C(/C(=O)c1ccccc1Cl)S(=O)(=O)c1ccccc1 | -22 | -14% | 2% | -8% | -6%

cpd | APEX1 inh | Pol beta inh | Apoferritin bind | ERG Ets-DNA blk
13 | ? | 32µM* | -11% | 25%
14 | -2% | 3% | -7% | 0%
15 | 8% | 23% | -8% | -5%
16 | 0% | nt | nt | 19%
17 | 7% | 18% | ? | 5%
18 | 4% | 17% | 0% | -2%
19 | 4% | 8% | -11% | 3%
20 | 5% | -1% | -11% | 5%
21 | -2% | 1% | -9% | -1%
22 | 4% | nt | nt | 4%
23 | 12% | nt | nt | 0%
24 | nt | nt | nt | 4%

Part of the list above, with values under each structure.
The line under a structure holds: LDHA block | POLH inh | RGS4 inh | 12-LOX inh | Pol kappa inh | APEX1 inh | Pol beta inh | Apoferritin bind | ERG Ets-DNA blk
13: CSc1nsc(/C=C/Nc2ccc(C(=O)O)cc2)c1C#N
 : 6 | 28µM* | -10%[11.4 µM] | ? | -9%[60.1 µM] | ? | 32µM* | -11% | 25%
14: COC(=O)c1ccccc1NC1c2ccccc2C(=O)N1c1cccnc1 (centres undefined)
 : -3 | -3% | 18% | 20% | -4% | -2% | 3% | -7% | 0%
15: O=C(NC1CC2CCCC(C1)N2C(=O)Nc1ccccc1)c1ccccc1 (centres undefined)
 : -3 | -6% | -7% | 18% | -5% | 8% | 23% | -8% | -5%
16: CC(=O)c1ccc(OC(C)C(=O)NCC2(N3CCOCC3)CCCCC2)cc1 (centres undefined)
 : 2 | -18% | -31% | 5% | -3% | 0% | nt | nt | 19%
17: c1ccc(-c2nc(N3CCCCCC3)c3ccccc3n2)nc1
 : 2&4 | -12% | 4% | 41%&38%[activator] | -6% | 7% | 18% | ? | 5%
18: N/C(=N\NC(=O)c1ccccc1Cl)c1cc2ccccc2oc1=O
 : -20 | -6% | 13% | 4% | -12% | 4% | 17% | 0% | -2%
19: CCOc1ccc2nc(SCC(=O)NCc3ccc(S(N)(=O)=O)cc3)[nH]c2c1
 : -1 | -11% | 9% | 23% | -25% | 4% | 8% | -11% | 3%
20: COc1ccc(C2NC(=O)NC3=C2C(=O)CCC3)cc1 (centres undefined)
 : -5 | -8% | -28% | 56%[activator] | -10% | 5% | -1% | -11% | 5%

(cont.)
cpd | SMILES | LDHA block | POLH inh | RGS4 inh | 12-LOX inh | Pol kappa inh
25 | COc1ccc2c(Sc3ccccc3)c(C(=O)NCCN(C)C)[nH]c2c1 | 1 | -10% | -3% | ? | -16%
26 | CCC1(C)Cc2c(C#N)c(N)sc(=S)c2CO1 (centres undefined) | -3 | 0% | -14% | ? | -20%
27 | Cc1cc(NC(=O)c2cc(Cl)ccc2Cl)ccc1-c1cc2ccccc2oc1=O | -14 | -3% | -12% | -17% | 1%
28 | O=C(CN1C(=O)CS/C1=C\c1nc(-c2ccc(Cl)cc2)cs1)Nc1cccnc1Cl | -16 | -9% | -9%[56.9 µM] | -3% | -5%
29 | N#Cc1cccnc1N1CCN(C(=O)COCC(=O)O)CC1 | -1 | -7% | -1% | 1% | 4%
30 | Cc1ccccc1-n1c(SCC(=O)O)nc2sc3c(c2c1=O)CCCC3 | 4 | -4% | -24%[56.9 µM] | 0% | 4%
31 | Cc1cc(F)ccc1NS(=O)(=O)c1ccc(-n2cccn2)cc1 | -8 | -12% | 30% | -28% | -14%
32 | Cc1ccc(C(=O)Nc2cccnc2N2CCN(C)CC2)cc1 | -3 | -4% | 21% | 0% | -6%
33 | CCCCNC(=O)c1onc(CSc2nc3ccccc3[nH]2)c1C(=O)NCCCC | 1 | -21% | 18% | -10% | -6%
34 | COc1ccc2c(C)cc(=S)[nH]c2c1 | -6 | -7% | ? | ? | -5%
35 | Cc1ccc(C(c2c(O)cc(C)n(Cc3ccco3)c2=O)N2CCC(C)CC2)cc1 (centres undefined) | 0 | -8% | 7% | -13% | -4%[60.1 µM]
36 | Cc1cccc(NC(=O)CSCC(=O)Nc2ccccc2N2CCCCC2)c1 | -4 | ? | -4% | -14% | -6%

cpd | APEX1 inh | Pol beta inh | Apoferritin bind | ERG Ets-DNA blk
25 | nt | 4% | -10% | -13%
26 | 0% | -3% | ? | -8%
27 | nt | -16% | 33%[activator] | 0%
28 | -4% | 43% | -7% | ?
29 | 2% | 10% | 0% | 16%
30 | 23% | 0% | -4% | 11%
31 | nt | 1% | 5% | -2%
32 | -3% | 18% | 1% | 1%
33 | -24% | 3% | ? | -6%
34 | -2% | -17% | -17% | 0%
35 | nt | 1% | 0% | 1%
36 | -19% | nt | nt | -3%

High-throughput results (PubChem)
